Assay outcomes as filed in PubChem BioAssay.
MEP2 TOR yeast = yeast TOR pathway MEP2-GFP modulation | GFP response vs DMSO, % at 10 µM | S. cerevisiae MEP2-GFP strain, flow cytometry GFP, 3 h; 100% = DMSO control level | 0.51% of 330,000 active;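 active means GFP response versus DMSO above a set limit, roughly screen mean plus 3 SD, cut at about 180% in these data; inconclusive means fewer than 70 cells counted for a yeast strain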;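 further: median GFP fluorescence of the barcode-gated MEP2-GFP cells per well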
RPL19A-GFP yeast = modulators of TOR pathway RPL19A-GFP in S. cerevisiae; S. cerevisiae RPL19A-GFP strain, flow cytometry, 3 h; hits give low values; percent response vs DMSO, % at 10 µM; 0.3% of 330,000 active; AID 2025;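 active means percent response vs DMSO below 50%; inconclusive means fewer than 70 events counted for the yeast strain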;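 further: median channel GFP fluorescence of the barcoded RPL19A-GFP strain; ratio of sample median GFP to plate DMSO average so 100% = DMSO; lower means less RPL19A-GFP as with rapamycin TOR inhibition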
EBNA-1 inh = blocks EBNA-1 binding to DNA; EBNA-1 DNA binding, fluorescence polarization; inhibition, % at 14.8 µM; 0.34% of 300,000 active; in the data active means inhibition above about 28%
LAP4-GFP MLPCN = alters LAP4-GFP fluorescence in TOR pathway yeast screen. AID 2023. 0.34% of 320,000 active. GFP response vs DMSO, % at 10 µM. S. cerevisiae LAP4-GFP multiplex, flow cytometry GFP, 3 h; median GFP as percent of DMSO wells;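 active means GFP response vs DMSO above a set limit, about the screen mean plus 3 SD, cut at about 150% in these data; inconclusive means under 70 cell events counted for the yeast strain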
procasp7 counter = activates human procaspase-7, counter-screen for procaspase-3 activators | recombinant procaspase-7, Ac-DEVD-pNA absorbance 405 nm; D23A/D198A/D206A triple mutant, cannot self-cleave; scale: DMSO 0, 5 µM enzyme 100 | 0.093% of 330,000 active | P55210 | activation, % at 8.5 µM;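 active means percent activation above the screen-wide mean plus 3 SD, cut at about 25% in these data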
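Assay system: Uncleavable procaspase-7 mutant enzyme; Input: 2 µM procaspase-7 mutant as dispensed; Also added: DEVD-pNA substrate; Medium: Zinc-free HEPES pH 7.4 with 300 mM NaCl, 0.01% Triton X-100; Timing: 1 h compound preincubation, 2 h substrate cleavage, 25 °C; Measured by: Epi-absorbance of released pNA at 405 nm, two timepoints.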
AHR act = activators of human aryl hydrocarbon receptor; AHR-responsive luciferase reporter cells, luminescence; 2.5% of 320,000 active; activation, % at 5 µM; AID 2796; P35869; in the data active means activation above about 47%;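 further: 0% = vehicle wells and 100% = reference agonist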
ZTA counter = blocks Epstein-Barr virus ZTA, an EBNA-1 counter-screen | P03206 | ZTA-DNA binding, fluorescence polarization | AID 2234 | 0.15% of 320,000 active | inhibition, % at 11 µM; in the data active means inhibition above about 33%
proCasp3 act = procaspase-3 (human) activation | P42574 | recombinant procaspase-3 D3A, Ac-DEVD-pNA absorbance 405 nm | activation, % at 8.5 µM | 0.11% of 330,000 active | AID 463141;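 active means activation above the mean of all tested compounds plus 3 SD, cut at about 21% in these data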;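 further: 0% = DMSO alone and 100% = DMSO wells spiked with extra 5 µM PC-3 D3A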
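Test system: Procaspase-3 D3A mutant, all three cleavage aspartates alanine | Dosing: Single dose, 8.5 µM nominal compound, 0.8% DMSO | Schedule: 1 h preincubation, 2 h reaction | Technique: 405 nm absorbance of p-nitroaniline, reads at 0 and 120 min | Repeats: One well per compound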
* hit, by the source's call; ? = inconclusive; / = not tested or not shown; + = active, no number; [ ] = another dose, or the depositor's remark.

SMILES	MEP2 TOR yeast	RPL19A-GFP yeast	EBNA-1 inh	LAP4-GFP MLPCN	procasp7 counter	AHR act	ZTA counter	proCasp3 act
COCCN(C(=O)C1CC(=O)N(Cc2ccccc2)C1)c1nc(-c2ccc([N+](=O)[O-])cc2)cs1 (stereo not given)	92.6	92.1	/	88.1	-22.9	4.6	-1.6	-17.1
C=CCOC(=O)C1=C(C)NC(C)=C(C(=O)OCC=C)C1c1ccc(C)o1	90.9	93.5	-0.8	100.9	-0.4	27.8	-18.9	6.3
CCCCCCCCCCCC(=O)NC(Cc1ccc(OC)c([N+](=O)[O-])c1)C(=O)O (stereo not given)	91.5	91.5	12.2	108.2	4.9	-0.6	16.2	-0.2
C=CCn1c(=O)/c(=C2/SC(C)=C(C)N2CC)s/c1=C1/C(=O)N(CC)C(=S)N1c1ccccc1	103.0	105.4	5.3	100.3	-12.0	-0.3	3.4	-0.9
COC(=O)c1ccc(Oc2c(C)oc3cc(OCc4cnn(-c5ccccc5)c4)ccc3c2=O)cc1	105.2	101.0	2.0	105.7	7.2	-0.1	5.0	-7.5
CCCCNc1c(-c2ccc(SC(C)CC)c(OC)c2)nc2ccc(C)cn12 (stereo not given)	97.3	89.8	-10.9	129.4	11.5	9.0	-1.1	0.1
COc1ccc(NS(=O)(=O)c2cc(NC(=O)c3ccco3)ccc2N2CCCC2)cc1	105.0	103.1	-2.5	91.7	-7.6	6.2	-16.1	6.5
CCOC(=O)C1NC(=O)CC1c1ccccc1 (stereo not given)	78.9[may fluoresce red]	?	3.5	84.4[may fluoresce red]	1.1	1.3	-20.6	-0.4
CC1CCCCC12NC(=O)N(CC(=O)OCc1ccc(Br)cc1)C2=O (stereo not given)	89.5	90.8	/	85.1	-13.5	2.6	8.2	-0.4
COc1ccc(Br)c(C(=O)NC2CCCC2)c1	98.9	96.1	10.8	102.7	-2.7	-0.2	4.6	11.3
O=c1[nH]c(N2CCN(Cc3ccccc3)CC2)nc2c1CCC2	97.4	97.9	-14.3	105.2	-0.5	5.1	3.7	-0.4
Oc1c(Br)cc(Br)cc1/C=N/Nc1ccc(Cl)nn1	87.7	98.3	-4.0	95.6	-0.9	24.6	-24.0	0.9
COc1ccc(NC(C)=O)cc1NC(=O)CN1CCN(CC(=O)Nc2ccc(Cl)cc2)CC1	100.0	100.0	7.6	98.2	-0.9	4.3	7.1	-3.3
CCOC(=O)C1(CCCc2ccccc2)CCN(Cc2cn(CC)nc2C)CC1	102.2	102.8	13.4	101.3	-2.8	-3.5	6.9	-0.5
COc1ccc(/C=C(/C(=O)N2CCCCC2C(=O)O)c2ccc(OC)c(OC)c2)cc1 (stereo not given)	103.9	103.4	/	105.8	6.2	-0.2	/	4.8
CCN1CCN(C(=O)c2cc(S(=O)(=O)N3CCCCC3)ccc2Cl)CC1	100.8	102.7	5.3	98.0	3.7	-0.1	-2.3	0.5
CC(C)c1ccc(/C=N/n2cnnc2)cc1	89.9	94.5	3.2	102.3	-1.1	3.3	-0.6	-8.9
CN(CC(=O)Nc1ccc2c(c1)OCCO2)Cc1nc2ccccc2c(=O)[nH]1	100.9	97.1	/	98.6	3.9	2.1	16.8	2.7
COCCn1nnnc1C(c1ccccc1OC)N1CCN(c2ccccc2)CC1 (stereo not given)	103.9	100.0	4.7	96.0	5.2	66.9*	3.5	4.4
COC(=O)c1cc2sc(Cl)cc2n1CC(=O)Nc1cccc(SC)c1	104.1	100.8	21.0	105.3	4.9	8.3	5.1	-4.1
COC(=O)c1cc(NC(=O)Cc2ccc(OC)c(OC)c2)cc(C(=O)OC)c1	100.8	103.4	-0.7	103.9	-0.5	15.7	5.6	5.5
O=C(c1ccco1)N1CCN(Cc2nc3ccccc3[nH]2)CC1	108.0	106.8	/	113.3	-5.1	10.8	/	-0.8
CCCCN(CC)c1nc(-c2ccncc2)nc2ccccc12	101.9	96.5	-8.5	105.7	-6.4	72.7*	-2.7	-7.5
COCC1CCCN(C(=O)c2ccc3nc(Cc4cccc(Cl)c4)oc3c2)C1 (stereo not given)	89.2	96.1	-2.8	93.2	-3.4	15.1	-2.8	7.3
CCCCN(Cc1ccccc1)S(=O)(=O)c1cc(Br)cc2c1N(C(C)=O)C(C)C2 (stereo not given)	93.5	97.3	-0.8	106.4	-1.9	0.1	4.0	-1.1

(next part)
SMILES	MEP2 TOR yeast	RPL19A-GFP yeast	EBNA-1 inh	LAP4-GFP MLPCN	procasp7 counter	AHR act	ZTA counter	proCasp3 act
CCOC(=O)C(CC)Sc1nnc2c3cc(C)ccc3n(C)c2n1 (stereo not given)	103.8	96.5	-11.0	/	-11.0	24.6	-14.1	-1.0
CCOC(=O)c1cnc(Nc2nc3ccccc3o2)nc1CSC(=S)N(CC)CC	111.5	106.1	10.4	107.2	0.6	-1.6	7.2	2.6
CCOc1ccc(Nc2cc(Nc3ccccc3OCC)nc(C=C(C#N)C#N)n2)cc1	102.0	99.6	-0.7	109.0	12.4	0.7	7.3	-0.1
C[C@@H](CN=[N+]=[N-])CN1CC[C@H](O)CCC1=O	110.7	100.1	1.6	105.1	3.9	-4.6	-8.0	1.2
CN(C)c1nc(Nc2ccc(Cl)c(Cl)c2)nc(N(C)C)n1	112.8	103.2	3.5	100.2	12.8	129.8*	-0.3	8.1
O=C(CCCc1nc2ccccc2s1)NCc1ccccc1F	99.4	105.2	-3.5	101.0	5.5	1.9	1.2	-0.2
Cc1ccc(S(=O)(=O)Cc2ccc(C(=O)NCc3ccc4c(c3)OCO4)o2)cc1	96.2	97.2	0.6	94.5	4.7	1.8	-14.4	0.0
CCC(=O)Nc1ccc(S(=O)(=O)N2CCN(c3ccc(F)cc3)CC2)cc1	100.2	101.1	-8.0	102.6	2.7	-1.8	-1.4	1.6
COc1cc(OC)c(OC)cc1CNCc1ccc2c(c1)OCO2	109.9	104.0	6.8	102.3	3.1	2.5	0.2	12.4
CCOC(=O)c1c(-c2cccs2)csc1NC(=O)COC(=O)c1c(C)noc1C	89.8	98.1	-4.4	91.4	8.5	7.8	8.4	-4.6
COc1cc(CNCCO)cc(Cl)c1OCc1ccc(Cl)cc1Cl	100.2	87.2	-4.4	98.8	1.1	1.5	-14.4	-7.9
CS(=O)(=O)Oc1ccc(Br)c2cccnc12	105.1	99.0	-7.4	94.1	18.6	3.2	4.0	7.0
Nc1nc(SCC(=O)NCC2CCCO2)n[nH]1 (stereo not given)	107.5	112.4	7.0	107.4	0.5	-0.9	8.3	4.7
CCOc1ccc(C2C(C#N)=C(N)SC(N)=C2C#N)cc1OCC	103.5	99.8	15.4	102.2	-20.4	4.9	18.1	-10.2
O=C1CC(c2ccc3c(c2)OCCO3)Oc2ccccc21 (stereo not given)	101.5	96.8	-10.6	95.1	-6.5	0.9	4.9	1.3
CCNCC(=O)N1c2ccccc2CCc2ccc(NC(=O)OC(C)C)cc21	101.4	101.7	-2.2	82.9	1.2	6.2	6.2	-1.9
Cc1onc(-c2c(Cl)cccc2Cl)c1C(=O)Nc1ccc(N2CCOCC2)cc1	101.6	100.7	-4.1	104.8	-2.4	7.4	-17.0	4.9
CNC(=O)NC(=O)COC(=O)c1n[nH]c2ccccc12	111.4	103.6	3.7	104.7	1.1	17.4	-13.2	5.2
Nc1cc(C(=O)O)c(N)c2c1C(=O)c1ccccc1C2=O	101.2	105.7	145.8*	118.9	-8.5	9.1	+	-2.9
CCOC(=O)c1cccc(NC(=O)CN2CCN(c3ccc(OC)cc3)CC2)c1	97.4	100.0	-6.4	101.7	-2.6	1.2	-3.6	-9.7
COCCCN1CC(=O)N2C(c3cccc(C)c3)c3[nH]c4ccccc4c3C[C@H]2C1=O (stereo not given in full)	105.2	103.4	7.7	90.2	-6.4	10.6	4.3	8.1
COc1ccccc1NC(=O)CSc1c2c(nc3ccccc13)CCC2	102.6	99.0	6.4	98.3	6.1	47.0*	20.7	11.9
COc1cc(CNc2ccc3c(c2)OCCO3)ccc1OCC(N)=O	89.0	95.1	-7.9	95.4	-7.0	13.0	2.2	2.1
c1ccc(Nc2nc(-c3ccncc3)nc3ccccc23)cc1	78.8	101.6	12.7	95.3	2.1	18.6	-12.6	-3.6
C[C@H](CO)N1C[C@H](C)[C@@H](CN(C)Cc2ccc(Oc3ccccc3)cc2)Oc2c(NS(=O)(=O)c3cn(C)cn3)cccc2C1=O	104.8	98.3	/	109.3	2.0	0.3	/	6.7

(continued)
SMILES	MEP2 TOR yeast	RPL19A-GFP yeast	EBNA-1 inh	LAP4-GFP MLPCN	procasp7 counter	AHR act	ZTA counter	proCasp3 act
O=C(O)c1sccc1OCc1ccccc1	99.5	102.2	-10.6	101.5	-0.1	-0.3	16.3	6.4
O=C(COc1cccc2cccnc12)N/N=C/c1ccc(O)cc1	108.4	103.8	7.3	92.1	8.3	11.7	-7.8	11.1
COC(=O)c1c(NS(=O)(=O)Cc2ccccc2)sc2c1CCCC2	100.0	96.0	-5.0	87.2	-0.8	-0.3	4.0	-7.5
COc1ccc(C(=O)Nc2cccc(S(=O)(=O)N(C)C)c2)cc1S(=O)(=O)N1CCOCC1	112.5	85.2	/	149.3	0.3	1.7	/	5.3
O=C(NC1CCCCC1)C(c1cccnc1)N(C(=O)CCl)c1ccccc1Cl (stereo not given)	80.4	99.8	4.3	89.2	4.1	-4.2	-13.8	3.3
CCOC(=O)c1[nH]c2ccc(OC)cc2c1N=CN(C)C	116.7	98.7	1.6	104.7	-7.1	15.6	-15.3	9.4
C=CCn1c(CSc2nc3ccccc3s2)nnc1SCC(=O)NCc1ccccc1	104.1	/	4.9	93.6	-3.4	5.4	3.2	-1.8
Cc1cccc2cc(CN(Cc3ccc(F)cc3)Cc3nnnn3C3CCCC3)c(=O)[nH]c12	99.0	97.8	-16.6	100.9	-7.5	18.3	-12.7	1.3
Cn1c(=O)c2c(nc(NCC(O)CO)n2CCc2ccccc2)n(C)c1=O (stereo not given)	98.0	95.3	-7.2	92.2	1.8	3.9	5.3	-2.7
COC(=O)c1ccccc1Sc1ncnc2onc(C)c12	103.2	101.1	-14.6	95.3	0.1	0.8	-20.2	7.7
CC(C)(C)NC(=O)NC(=O)COC(=O)CNC(=O)C1CCCCC1	103.7	100.4	-7.9	100.0	7.9	2.1	-19.6	-4.5
COc1ccc(CNC(=O)Nc2cccc(C)c2)cc1	97.4	93.8	9.9	92.8	11.7	14.6	6.2	9.3
C=CC[C@H](CC(=O)NCCO)C(=O)NC[C@@H](OC(=O)[C@@H](CC=C)Cc1ccc(F)cc1)c1ccccc1	99.8	100.5	/	112.2	0.9	-0.6	/	-8.4
CCOC(=O)CSC1=C(C#N)C(c2ccccc2Cl)C(C(=O)OC)C(=O)N1 (stereo not given)	107.9	100.3	10.9	103.2	6.3	1.5	-4.4	-1.0

A second format for part of the listing above.
> CN(CC(=O)Nc1ccc2c(c1)OCCO2)Cc1nc2ccccc2c(=O)[nH]1
- MEP2 TOR yeast = 100.9
- RPL19A-GFP yeast = 97.1
- EBNA-1 inh = /
- LAP4-GFP MLPCN = 98.6
- procasp7 counter = 3.9
- AHR act = 2.1
- ZTA counter = 16.8
- proCasp3 act = 2.7
> COc1ccc(C(=O)Nc2cccc(S(=O)(=O)N(C)C)c2)cc1S(=O)(=O)N1CCOCC1
- MEP2 TOR yeast = 112.5
- RPL19A-GFP yeast = 85.2
- EBNA-1 inh = /
- LAP4-GFP MLPCN = 149.3
- procasp7 counter = 0.3
- AHR act = 1.7
- ZTA counter = /
- proCasp3 act = 5.3

Compounds were not picked by outcome; 3.8% or so of the library scored in one or more.
